Screening results from PubChem.
AmpC inh detg: AmpC beta-lactamase inhibition with detergent present | P00811 | AmpC hydrolysis of nitrocefin, absorbance 480 nm, 0.01% Triton | Potency, µM (doses to about 114 µM), for inactives: top-dose activity change, negative = inhibition, usual class: inhibitors | 0.041% of 370,000 active | AID 485294;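 also: potency is read from the fitted curve at half-maximal effect; 0% = no-compound wells and -100% = no-enzyme wells; nearly all actives have a fitted effect of over 25% in size; some results filed as inactive show a strong effect at the top dose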
Target sequence (P00811 whole entry, looked up): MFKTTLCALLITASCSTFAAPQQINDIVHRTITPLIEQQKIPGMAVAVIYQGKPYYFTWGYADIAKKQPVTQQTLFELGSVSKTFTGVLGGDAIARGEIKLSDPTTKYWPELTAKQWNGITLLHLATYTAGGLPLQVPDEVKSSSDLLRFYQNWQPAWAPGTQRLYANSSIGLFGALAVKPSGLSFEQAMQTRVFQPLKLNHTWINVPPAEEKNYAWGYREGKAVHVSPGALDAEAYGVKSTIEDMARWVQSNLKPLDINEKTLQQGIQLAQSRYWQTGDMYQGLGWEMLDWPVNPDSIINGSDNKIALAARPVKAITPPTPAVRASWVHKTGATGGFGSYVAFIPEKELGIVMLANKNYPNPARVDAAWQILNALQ
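AmpC (5.3 nM in the dispensed reagent) in 20 mM phosphate pH 7.0 with 0.01% (detergent screen) or 0.0001% Triton X-100 was preincubated with compounds for 15 min at room temperature. Nitrocefin was then added from an 800 uM solution, and hydrolysis was followed at 480 nm.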
HCV inhibitor: HCV inhibition; Huh7.5.1 HCVcc-Cre infection, luciferase reporter, 44 h; Potency, µM (top dose mostly 41.8 µM), for inactives: at the highest dose activity change, negative = inhibition, hits mostly inhibitors; 3.4% of 340,000 active; AID 651820; also: potency is read from the fitted curve at half-maximal effect
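After 44 h co-culture of compound, cells and HCVcc-Cre (~0.5 moi), substrate is added for 15 min at room temperature and luciferase measured over 15 sec. Cells were seeded at 1,000/well and pre-cultured 4 h.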
Tb PYK inh: inhibitors of Trypanosoma brucei pyruvate kinase; TbPYK enzyme, Kinase-Glo Plus ATP luminescence, 45 min; 0.12% of 410,000 active; AID 624173; Potency, µM (doses to about 76.8 µM), without a hit: at the top dose activity, negative = inhibition, most hits filed as inhibitors; also: potency is read from the fitted curve at half-maximal effect; nearly all actives have a fitted effect of over 50% in size
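Screened from lowest to highest concentration, compounds were pinned into TbPYK/substrate mixtures, and ADP (130 uM final) was added. Plates sat at room temperature for 45 min prior to Kinase-Glo Plus detection by luminescence.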
LmPK inhibitor: inhibitors of Leishmania mexicana pyruvate kinase. purified LmPK, Kinase-Glo ATP luminescence, 1 h. Q27686. 0.37% of 290,000 active. Potency, µM (highest dose often 57.5 µM), inactives show at the top dose activity change, negative = inhibition, hits mostly inhibitors. AID 1721; also: potency is read from the fitted curve at half-maximal effect
Target sequence (Q27686 whole entry, looked up): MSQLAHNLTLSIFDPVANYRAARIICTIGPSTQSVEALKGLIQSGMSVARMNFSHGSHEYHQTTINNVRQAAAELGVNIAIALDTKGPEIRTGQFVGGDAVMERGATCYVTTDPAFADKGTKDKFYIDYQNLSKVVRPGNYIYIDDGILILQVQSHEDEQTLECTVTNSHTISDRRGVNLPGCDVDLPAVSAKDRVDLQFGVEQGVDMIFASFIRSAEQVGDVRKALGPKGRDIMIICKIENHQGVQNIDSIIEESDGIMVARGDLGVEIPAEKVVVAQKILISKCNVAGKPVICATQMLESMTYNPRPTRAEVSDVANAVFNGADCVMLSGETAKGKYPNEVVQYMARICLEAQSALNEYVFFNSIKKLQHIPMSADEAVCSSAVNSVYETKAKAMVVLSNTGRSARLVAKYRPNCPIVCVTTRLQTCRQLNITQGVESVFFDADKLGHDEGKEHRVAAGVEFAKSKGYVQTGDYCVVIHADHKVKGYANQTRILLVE
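0.1 nM LmPK, 0.5 mM PEP, 0.1 mM ADP; 50 mM imidazole pH 7.2, 7 mM MgCl2, 50 mM KCl; 1 h RT. Kinase-Glo luminescence readout, normalized to no-enzyme (full inhibition) and uninhibited wells.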
AmpC inh no detg: blocks E. coli AmpC beta-lactamase in detergent-free assay | AmpC nitrocefin hydrolysis, absorbance 480 nm, 0.0001% Triton | P00811 | Potency, µM (top dose mostly 57.1 µM), without a hit: top-dose activity change, negative = inhibition, actives largely listed as inhibitors | 0.52% of 330,000 active;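 also: potency is read from the fitted curve at half-maximal effect; plate controls were no compound for no effect and no enzyme for full effect; nearly all actives have a fitted effect of over 20% in size; some results filed as inactive show a strong effect at the top dose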
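AmpC (5.3 nM in the dispensed reagent) in 20 mM phosphate pH 7.0 with 0.01% (detergent screen) or 0.0001% Triton X-100 was preincubated with compounds for 15 min at room temperature. Nitrocefin was then added from an 800 uM solution, and hydrolysis was followed at 480 nm.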
AMA1 RON2 block: AMA1-RON2 (P. falciparum) interaction inhibition. AlphaScreen AMA1-biotinylated RON2 peptide binding. Potency, µM (titrated, usually from 58.2 µM), for the others: top-dose activity change, negative = inhibition, hits mostly inhibitors. 0.2% of 360,000 active;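 also: potency is read from the fitted curve at half-maximal effect; 0% = vehicle wells and -100% = peptide control; nearly all actives have a fitted effect of over 45% in size; some results filed as inactive show a strong effect at the top dose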
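AMA1 (3D7) with his tag at 25 nM final met compounds first, then biotinylated RON2 peptide at 25 nM; detection used donor plus acceptor beads, 10 µg/mL apiece, read by AlphaScreen after 30 min at room temperature.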
HCMV antiviral: human cytomegalovirus inhibition; HFF cells, HCMV-luciferase reporter, 72 h; active compounds read low; activity change, negative = inhibition, % at 57.5 µM; 4.5% of 410,000 active; in the data active = activity change below about -60%; inconclusive = no clear call, values can overlap the other calls; inactive = above about -39%
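Compounds were evaluated in HFFs infected with an HCMV luciferase reporter virus (MOI 1 PFU/cell). Luciferase in lysates collected 72 h post infection served as the replication measure.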
Active calls of the source: *; ? = inconclusive; / = no result given; & = joins results of further samples; [ ] = another dose, or the depositor's remark. Unless noted, calls follow the shape of the dose curve; as a rule, active = well fitted curve in the direction sought with a large enough effect; inconclusive = small, poorly fitted or top-dose-only effect, or another doubt; inactive = no such curve, though single readings can be large; an effect the other way counts as inactive or inconclusive. Unless noted, % is scaled to controls: 0 for no effect and ±100 for the full control effect.

SMILES | AmpC inh detg | HCV inhibitor | Tb PYK inh | LmPK inhibitor | AmpC inh no detg | AMA1 RON2 block | HCMV antiviral
CC(NC(=O)c1ccc(CS(C)(=O)=O)cc1)C1CC2CCC1C2 (stereo unspecified) | -14.0% | 17.7% | -0.1% | -7.7% | 28.0% | -8.5% | -31.6
O=C(CN1CCN(c2ccc([N+](=O)[O-])cc2)CC1)Nc1nccs1 | 14.4% | 0.8% | -2.7% | 0.5% | -15.8% | -8.5% | -3.2
CN(C)CC1CCCCC1OC(=O)/C=C/c1ccccc1 (stereo unspecified) | -8.8% | -10.0% | 2.4% | 7.9% | -1.5% | -7.9% | -38.1
CC(C)(C)N(Cc1ccccc1)C(=O)COC(=O)c1ccc([N+](=O)[O-])o1 | ? | 11.8% | -9.7% | / | -9.0% | 0.0% | 0.0
COc1ccccc1NC(=O)COc1ccc(/C=N/n2cnnc2)cc1OC | ? | 6.8% | 2.2% | -0.2% | -8.5% | 0.2% | 16.5
CC(=O)N1c2ccc(S(=O)(=O)NCCC(=O)N3CCCC(C)C3)cc2CC1C (stereo unspecified) | -1.7% | 2.4% | 2.9% | 0.9% | 20.0% | -14.4% | -19.5
CCN(CC)C(=O)N(CC)Cc1ccccc1 | -3.1% | 21.9% | 1.6% | -4.0% | -6.7% | -2.3% | -2.8
O=C(c1ccncc1)N1CCN(S(=O)(=O)c2cccc([N+](=O)[O-])c2)CC1 | ? | 13.3% | -3.0% | / | ? | 29.2% | -37.9
O=C(Cn1cnc2c(nnn2Cc2ccccc2)c1=O)Nc1ccc2c(c1)OCCO2 | 2.5% | 17.1% | -2.0% | -3.8% | -21.0% | -7.5% | -15.3
COC(=O)Nc1nc2ccc(C(=O)c3cccs3)cc2[nH]1 | / | -8.2% | -3.7%&2.3% | / | / | -5.7% | -75.3*
CCN(Cc1ccncc1)Cc1ccc(Br)cc1 | -13.1% | 7.6% | -3.2% | -10.8% | 1.3% | ? | -20.1
CNCCCNC(=O)c1ccc(/C=N/O)nc1 | -7.3% | 23.0% | -11.5% | 2.2% | -10.0% | 74.7%[activator] | -37.5
CC(OC(=O)c1ccc(OCC2CCCO2)cc1)C(=O)N(C)Cc1ccccc1 (stereo unspecified) | 0.0% | -3.5% | -5.4% | / | 109.0%[activator] | 4.8% | -5.9
CCn1cc(C(=O)NCCc2ccccc2)c(=O)c2cc(F)c(N3CCN(C)CC3)cc21 | 0.7% | 10µM* | -1.7% | -3.8% | 231.6%[activator] | -7.4% | 35.0
Cc1ccc(NC(=O)C(C)OC(=O)c2n[nH]c3ccccc23)cc1 (stereo unspecified) | ? | -9.2% | 5.4% | / | -23.8% | -17.2% | -12.2
Cc1ccc([N+](=O)[O-])cc1NC1CC(O)C(CO)O1 (stereo unspecified) | -9.1% | -4.2% | 4.7% | -2.5% | -17.5% | -0.8% | -17.5
CCn1c(SCc2ccccc2)nnc1C1CCCCC1 | 6.9% | 4.9% | -10.0% | -2.4% | 5.1% | 3.3% | -24.5
CNc1nc(SC)n(C)c(=O)c1N=O | -5.2% | / | / | -0.7% | -12.4% | / | /
Cc1cc2[nH]c(=O)c(=O)[nH]c2cc1S(=O)(=O)N(C)C1CCCCC1 | ? | 6.9% | 0.4% | -2.1% | -40.1% | 14.1% | -6.5
COc1ccccc1NC(=O)CSc1nnc(-c2ccco2)o1 | -11.8% | 13.1% | 6.3% | 1.5% | -7.8% | -3.6% | 34.2
O=C(Nc1ccccc1N1CCCCC1)c1cccc(Cl)c1 | 1.4% | ? | 2.7% | 0.9% | -26.1% | 4.9% | -21.9
COc1cccc(NS(=O)(=O)c2ccc3[nH]cc(C(=O)NC(C)c4ccccc4)c(=O)c3c2)c1 (stereo unspecified) | 6.0% | / | 5.2% | / | / | / | ?
O=C1NCCN1C(=O)N(c1ccccc1)c1ccccc1 | ? | / | 0.2% | -5.8% | -19.9% | 24.7% | 20.4
Cn1c(=O)c2cc(S(=O)(=O)NC(C(=O)Nc3cccc(F)c3)c3ccccc3)ccc2n(C)c1=O (stereo unspecified) | -3.2% | -26.2% | -9.3% | -0.5% | -40.8% | 1.3% | -8.7
CCCOc1ccc(NC(=O)C2CC(=O)N(C(C)C)C2)cc1 (stereo unspecified) | -18.3% | 16.4% | 3.6% | -4.1% | -1.4% | -2.6% | 30.4
COc1cccc(-c2cccc(NC(=O)C3CCN(Cc4nccs4)CC3)c2)c1 | -9.7% | 19.7% | 1.4% | -5.9% | 28.2% | 5.0% | 20.3
O=C(O)C(Cc1cn[nH]n1)=NO | -14.4% | -17.7% | 2.2% | -0.2% | -12.3% | 11.5% | /
CCOc1ccc(N(CC(=O)NCc2ccccc2)S(C)(=O)=O)cc1 | -11.7% | 4.7% | 5.8% | 1.5% | -11.0% | 6.1% | 19.0
O=C(CSc1nnc(-c2cccnc2)o1)Nc1ccccc1F | -0.3% | 6.9% | 3.3% | / | -17.9% | -10.5% | 36.8
O=C(COC(=O)C1CCN(S(=O)(=O)c2ccc3c(c2)OCCO3)CC1)Nc1ccc(C(F)(F)F)cc1 | -9.9% | 3.6% | 4.0% | 3.6% | -19.1% | -15.0% | 14.9
CCNC(=S)Nc1ccc(Oc2ccccc2)cc1 | / | -9.0% | -10.7% | / | / | 26.7% | -24.3
COc1ccccc1N(C)S(=O)(=O)c1ccc(C)c(C(=O)N2CCCCCC2)c1 | -19.5% | -12.1% | -3.2% | / | 52.9% | 14.2% | -26.6
Cc1ccc2nc(-c3cccnc3)cc(C(=O)Nc3ccccc3[N+](=O)[O-])c2c1 | 5.7% | -0.1% | 3.3% | -0.1% | 0.3% | -3.9% | ?
CC(C)c1cnc2c(c1SCc1ccc([N+](=O)[O-])cc1)c(=O)n(C)c(=O)n2C | 4.5% | / | 10µM* | / | / | / | -34.6
Nc1nnnn1/N=C/c1cc(Br)ccc1O | / | 19.8% | -25.1% | / | / | 45.2%[activator] | 38.5
CCCN1CCC(NC(=O)c2cccc(Oc3ccccc3)c2)CC1 | -8.7% | ? | 1.6% | -15.2% | -8.2% | 0.3% | ?
O=C(COC(=O)CCN=C1NS(=O)(=O)c2ccccc21)NNC(=O)c1ccccc1 | ? | 13.6% | 4.7% | / | -24.5% | 13.7% | -14.8
O=C(Nc1ccccc1N1CCOCC1)C1=NN(c2c(F)c(F)cc(F)c2F)C(=O)CC1 | -0.2% | -4.9% | 0.9% | / | -31.1% | -2.9% | ?
Cn1cc(S(=O)(=O)N2CCCC2)cc1C(=O)NCc1ccccc1Cl | ? | -29.8% | 5.0% | 3.6% | -12.2% | 7.0% | 16.4
O=S(=O)(Nc1ccc(O)c(CN2CCCCC2)c1)c1ccccc1 | ? | -4.4% | -9.8% | 1.2% | 75.1% | -2.3% | 62.1

An excerpt of these results, field by field:
CCCOc1ccc(NC(=O)C2CC(=O)N(C(C)C)C2)cc1 (stereo unspecified)
  AmpC inh detg: -18.3%
  HCV inhibitor: 16.4%
  Tb PYK inh: 3.6%
  LmPK inhibitor: -4.1%
  AmpC inh no detg: -1.4%
  AMA1 RON2 block: -2.6%
  HCMV antiviral: 30.4
CC(C)c1cnc2c(c1SCc1ccc([N+](=O)[O-])cc1)c(=O)n(C)c(=O)n2C
  AmpC inh detg: 4.5%
  HCV inhibitor: /
  Tb PYK inh: 10µM*
  LmPK inhibitor: /
  AmpC inh no detg: /
  AMA1 RON2 block: /
  HCMV antiviral: -34.6

(next part)
SMILES | AmpC inh detg | HCV inhibitor | Tb PYK inh | LmPK inhibitor | AmpC inh no detg | AMA1 RON2 block | HCMV antiviral
O=C(c1ccc2c(c1)N(Cc1ccccc1F)C(=O)c1ccccc1S2(=O)=O)N1CCOCC1 | -5.7% | / | 4.4% | / | / | / | 5.0
COc1ccc(-c2nn(-c3ccccc3C)cc2CNCc2cccnc2)cc1F | 5.1% | 4.2% | 2.4% | 13.5% | 41.3% | 4.9% | -29.0
CCc1ccc(NC(=O)CSc2nc3n[nH]c(C)c3c(=N)n2-c2cccc(OC)c2)cc1 | -8.8% | 7.08µM* | 3.4% | -2.1% | 0.3% | 20.5% | -38.3
O=C(CCl)N1c2ccccc2CCc2ccccc21 | 2.2% | / | / | 1.2% | -0.8% | / | -102.0*
O=C1C=CC(=O)N1c1ccc(N2CCCCC2)cc1 | 0.9% | ? | 10µM* | -0.2% | -12.9% | -2.3% | -18.7
O=C(CF)NC(NC(=S)Nc1ccccc1O)C(Cl)(Cl)Cl (stereo unspecified) | -5.5% | 9.1% | -10.5% | 7.5% | 40.3% | 0.0% | -65.5*
CC(C)CN1C(=O)NC2(CCCc3ccccc32)C1=O (stereo unspecified) | 1.9% | 15.9% | 1.0% | -9.9% | -3.3% | -14.4% | /
Cc1ccc(NC(=O)CCNS(=O)(=O)c2ccc3c(c2)CCC(=O)N3)cc1 | -0.4% | -4.0% | -9.4% | -6.5% | -6.1% | 3.4% | -24.0
CCN(CC)S(=O)(=O)c1cccc(C(=O)N/N=C/c2ccccn2)c1 | -14.0% | 18.3% | -8.0% | 3.5% | -41.1% | 106.4%[activator] | -19.4

Structures shown so far with an aryl methoxy group (7):
SMILES | AmpC inh detg | HCV inhibitor | Tb PYK inh | LmPK inhibitor | AmpC inh no detg | AMA1 RON2 block | HCMV antiviral
COc1ccccc1NC(=O)COc1ccc(/C=N/n2cnnc2)cc1OC | ? | 6.8% | 2.2% | -0.2% | -8.5% | 0.2% | 16.5
COc1ccccc1NC(=O)CSc1nnc(-c2ccco2)o1 | -11.8% | 13.1% | 6.3% | 1.5% | -7.8% | -3.6% | 34.2
COc1cccc(NS(=O)(=O)c2ccc3[nH]cc(C(=O)NC(C)c4ccccc4)c(=O)c3c2)c1 (stereo unspecified) | 6.0% | / | 5.2% | / | / | / | ?
COc1cccc(-c2cccc(NC(=O)C3CCN(Cc4nccs4)CC3)c2)c1 | -9.7% | 19.7% | 1.4% | -5.9% | 28.2% | 5.0% | 20.3
COc1ccccc1N(C)S(=O)(=O)c1ccc(C)c(C(=O)N2CCCCCC2)c1 | -19.5% | -12.1% | -3.2% | / | 52.9% | 14.2% | -26.6
COc1ccc(-c2nn(-c3ccccc3C)cc2CNCc2cccnc2)cc1F | 5.1% | 4.2% | 2.4% | 13.5% | 41.3% | 4.9% | -29.0
CCc1ccc(NC(=O)CSc2nc3n[nH]c(C)c3c(=N)n2-c2cccc(OC)c2)cc1 | -8.8% | 7.08µM* | 3.4% | -2.1% | 0.3% | 20.5% | -38.3

Not a hit list. Share with any hit: about 7.5%.
